# EPAC1 antagonist – blocks human EPAC1 exchange factor; O95398; EPAC1 GEF assay, Rap1b-BODIPY-GDP exchange fluorescence; Potency, µM (top dose mostly 115 µM), for the others: top-dose activity change, negative = inhibition, usual class: inhibitors; hit rate 0.14% among 360,000; AID 720709;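 further: potency means the concentration at half of the fitted maximal effect; plate controls were vehicle for no effect and positive control for full effect; nearly all actives have a fitted effect of over 50% in size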
# PI5P4K alpha inh – inhibitors of human PI5P4K alpha. PI5P4Kalpha enzyme, ADP-Glo luminescence, 60 min; stronger effect = lower value. max response, %. hit rate 1.2% among 330,000. P48426; active means max response of -50% or lower; inconclusive means between -30% and -50%; inactive means -30% or higher; further: value at the top dose of about 77 µM; on the % scale 0 is the no-effect control and ±100 the full control effect
# Target sequence (P48426 whole entry, looked up): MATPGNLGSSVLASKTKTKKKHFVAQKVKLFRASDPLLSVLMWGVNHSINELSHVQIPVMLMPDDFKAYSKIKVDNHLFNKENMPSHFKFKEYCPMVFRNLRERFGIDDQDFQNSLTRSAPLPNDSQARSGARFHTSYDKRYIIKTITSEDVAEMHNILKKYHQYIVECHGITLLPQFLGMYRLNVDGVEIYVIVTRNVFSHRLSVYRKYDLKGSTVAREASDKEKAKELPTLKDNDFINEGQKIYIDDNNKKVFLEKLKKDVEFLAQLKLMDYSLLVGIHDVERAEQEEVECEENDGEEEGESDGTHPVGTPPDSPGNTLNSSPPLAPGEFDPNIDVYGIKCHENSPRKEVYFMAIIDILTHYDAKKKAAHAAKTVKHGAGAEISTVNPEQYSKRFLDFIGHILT
#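 Luminescence from ADP-Glo served as readout of PI5P4Kalpha activity in a qHTS format. Reaction: enzyme, substrate, compound, ATP at 5 microM final, 60 min at RT.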
# EPAC2 ag – activates human EPAC2 exchange factor. Potency, µM (titrated, usually from 154 µM), without a hit: at the top dose activation, usual class: activators. hit rate 0.079% among 360,000. EPAC2 activation, biochemical qHTS; response scale: 100% = 6.5 mM cAMP response; further: potency means the concentration at half of the fitted maximal effect; nearly all actives have a fitted effect of over 50% in size
#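 Nucleotide exchange monitored as fluorescence drop when BODIPY-GDP leaves Rap1B. Reaction: 100 nM EPAC2, 250 nM RAP1B-BODIPY-GDP, 50 uM GDP, room temperature, kinetic read over 30 min. Activity expressed relative to 6.5 mM cAMP.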
# WRN inhibitor – inhibitors of human WRN helicase. Q14191. WRN helicase unwinding, fluorescent forked duplex, kinetic. Potency, µM (top dose mostly 114 µM), without a hit: top-dose activity change, negative = inhibition, most hits filed as inhibitors. hit rate 0.46% among 360,000; further: potency means the concentration at half of the fitted maximal effect; on the % scale 0 is the no-effect control and ±100 the full control effect; nearly all actives have a fitted effect of over 55% in size
#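 Fluorescence dequenching readout, ex 525 nm/em 598 nm, kinetic mode: forked duplex DNA (100 nM final) with adjacent fluorophore and quencher unwound by WRN (20 nM final) with 2 mM ATP. Compound preincubation 15 min, room temperature.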
# CCT modulator – modulators of cytosolic chaperonin (CCT/TRiC) activity | activity change, % (test concentration not listed), hits read low | hit rate 0.3% among 360,000 | purified chaperonin ATPase assay, HTRF ADP detection, 30 min; in the data active means activity change below about -30%; further: on the % scale 0 is the no-effect control and ±100 the full control effect
#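 Enzyme 40 or 20 nM (batch-dependent) in Tris pH 7.4/KCl/MgCl2/DTT; cpd 76 uM single point; ATP 10 uM; 30 min 37 °C; Transcreener ADP HTRF detection, 30 min RT; ratio 665/615.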
# EPAC1 ag – agonists of human EPAC1; O95398; EPAC1 agonist qHTS, biochemical assay; response scale: 100% = response to 6.5 mM cAMP; Potency, µM (doses to about 154 µM), inactives show at the top dose activation, actives largely listed as activators; hit rate 0.073% among 360,000; AID 720707; further: potency means the concentration at half of the fitted maximal effect; nearly all actives have a fitted effect of over 60% in size
#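 Nucleotide exchange assay: 100 nM EPAC1 with 250 nM Rap1B loaded with BODIPY-GDP and 50 uM GDP, room temperature. Fluorescence (480/540 nm) read every 5 min for 30 min; signal change normalized to 6.5 mM cAMP as full agonist.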
# IL-2 act – activates IL-2 in a cell-based reporter assay; IL-2 activation reporter assay, cell-based qHTS; stimulated with anti-CD3/CD4/CD28 beads; in transgenic mouse T cells; activation, % (series mostly up to about 46 µM); hit rate 0.065% among 360,000; in the data active means activation above about 50%; inconclusive means mostly about 30% to 49%; further: 0% is about no effect
#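 Unstimulated transgenic mouse T cells, 750 per well, received compound and, after 60 minutes, anti-CD3/anti-CD4 bead plus anti-CD28 stimulation. EGFP and DsRed were quantified after 18 hours.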
# PLK1 PBD block – inhibitors of human PLK1 polo-box domain binding | P53350 | Plk1 PBD binding of FITC phosphopeptide, fluorescence polarization | Potency, µM, without a hit: max response, negative = inhibition, most hits filed as inhibitors | hit rate 2.8% among 360,000; further: potency means the concentration at half of the fitted maximal effect; series mostly up to about 57 µM; on the % scale 0 is the no-effect control and ±100 the full control effect; nearly all actives have a fitted effect of over 65% in size
# Target sequence (P53350 whole entry, looked up, the tested form may be a part): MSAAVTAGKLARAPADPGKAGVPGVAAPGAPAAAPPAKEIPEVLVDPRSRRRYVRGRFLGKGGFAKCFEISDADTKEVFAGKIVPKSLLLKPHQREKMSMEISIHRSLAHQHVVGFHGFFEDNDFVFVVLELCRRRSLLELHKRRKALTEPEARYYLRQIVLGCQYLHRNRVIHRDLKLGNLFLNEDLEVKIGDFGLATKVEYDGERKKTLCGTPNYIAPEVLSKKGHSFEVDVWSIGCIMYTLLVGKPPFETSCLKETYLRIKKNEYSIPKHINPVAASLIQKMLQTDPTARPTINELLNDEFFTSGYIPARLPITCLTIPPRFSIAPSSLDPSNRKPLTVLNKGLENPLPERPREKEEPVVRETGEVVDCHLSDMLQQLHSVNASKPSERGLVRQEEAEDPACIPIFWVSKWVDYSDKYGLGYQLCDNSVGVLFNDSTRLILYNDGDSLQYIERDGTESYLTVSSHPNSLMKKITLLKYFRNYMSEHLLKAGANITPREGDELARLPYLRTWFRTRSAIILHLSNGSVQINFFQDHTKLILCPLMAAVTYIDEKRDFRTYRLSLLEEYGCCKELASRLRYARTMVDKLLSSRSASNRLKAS
# Numbers without * were called inactive; ? = inconclusive; · = not tested or not shown; [ ] = dose if it differs, or a comment. Unless noted, the call rests on the fitted dose curve; in most records, active means well fitted curve in the direction sought with a large enough effect; inconclusive means small, poorly fitted or top-dose-only effect, or another doubt; inactive means no such curve, though single readings can be large; an effect the other way counts as inactive or inconclusive. Not all compounds are listed, so the mix of outcomes need not match the whole.
# The opening four records as a preview:
SMILES,EPAC1 antagonist,PI5P4K alpha inh,EPAC2 ag,WRN inhibitor,CCT modulator,EPAC1 ag,IL-2 act,PLK1 PBD block
CCCC(=O)C1=C(O)C(c2cccc(Oc3ccccc3)c2)CCC1=O (configuration not stated),-17%,1,6%,-11%,-0.2,-3%,-2.3,-6%
O=C(CC(=O)Nc1ccccc1C(=O)O)NNC(=O)Cc1ccccc1,-22%,-8,5%,-10%,-0.9,5%,-1.2,-8%
COc1ccc(N(CC(=O)NCc2ccccc2OC)S(=O)(=O)c2ccccc2)cc1,-14%,1,11%,-13%,0.1,13%,-0.6,-17%
COc1ccc(/C=N/NC(=S)SC)cc1OC,2%,2,-2%,-5%,-3.1,2%,0.7,-4%

# The listing, from the first entry:
SMILES,EPAC1 antagonist,PI5P4K alpha inh,EPAC2 ag,WRN inhibitor,CCT modulator,EPAC1 ag,IL-2 act,PLK1 PBD block
CCCC(=O)C1=C(O)C(c2cccc(Oc3ccccc3)c2)CCC1=O (configuration not stated),-17%,1,6%,-11%,-0.2,-3%,-2.3,-6%
O=C(CC(=O)Nc1ccccc1C(=O)O)NNC(=O)Cc1ccccc1,-22%,-8,5%,-10%,-0.9,5%,-1.2,-8%
COc1ccc(N(CC(=O)NCc2ccccc2OC)S(=O)(=O)c2ccccc2)cc1,-14%,1,11%,-13%,0.1,13%,-0.6,-17%
COc1ccc(/C=N/NC(=S)SC)cc1OC,2%,2,-2%,-5%,-3.1,2%,0.7,-4%
CC(c1ccccc1)N(C)CC(=O)NC(=O)NCCC1=CCCCC1 (configuration not stated),-13%,1,6%,-11%,-3.6,4%,-0.8,5%
Cc1ccc(S(=O)(=O)N2CCOC2CNC(=O)C(=O)NCc2ccccn2)cc1 (configuration not stated),-2%,-5,4%,3%,-1.1,4%,-0.3,6%
Cc1cc(C)c(C#N)c(SC(C(=O)NC(C)(C)C)c2ccccc2)n1 (configuration not stated),-16%,1,1%,-1%,-0.9,-7%,-5.3,-2%
CCOC(=O)c1cnn(-c2ccc(NS(=O)(=O)c3ccc(Cl)cc3)cc2)c1C(F)(F)F,-22%,-9,17%,?,-98*,5%,-0.9,-13%
CCOc1ccc(Nc2nc(-c3sc(N)nc3C)cs2)cc1,0%,-29,8%,1%,-2.5,3%,-0.7,-23%
CC1CCCN(CCCNC(=O)CN2C(=O)COc3ccccc32)C1 (configuration not stated),8%,1,9%,-1%,0.0,2%,-1.5,-3%
CCn1c(-c2cc(OC)c(OC)c(OC)c2)n[nH]c1=S,-2%,-8,-8%,-6%,0.1,-2%,1.7,1%
O=C(CNC(=O)c1ccc(Cl)cc1)OCC(=O)c1ccccc1,2%,-3,-6%,1%,1.2,-6%,1.2,5%
N#Cc1ccccc1NC(=O)Nc1cccc(Cl)c1,-17%,7,-9%,0%,-2.3,5%,0.4,-15%
COc1ccc(NC(=O)c2ccccc2SC)cc1,19%,-2,4%,7%,1.9,-10%,-2.5,-3%
Cc1cc(C)cc(NC(=O)c2ccc(S(=O)(=O)NCc3cccnc3)cc2)c1,-3%,-8,18%,1%,-2.3,8%,1.8,-4%
Cc1cc([N+](=O)[O-])ccc1NCc1ccccc1[N+](=O)[O-],7%,-1,2%,6%,-1.0,1%,0.3,-8%
CS(=O)(=O)N(CC(=O)N1CCN(c2cccc(Cl)c2)CC1)c1ccccc1,5%,·,10%,1%,-1.9,0%,-2.2,-11%
CC(C(=O)NC1CCCCCC1)n1cc([N+](=O)[O-])cn1 (configuration not stated),-7%,-2,-3%,7%,0.6,0%,-0.3,1%
COc1ccc(N2CCN(Cc3ccc(Br)s3)CC2)cc1,-14%,·,14%,-2%,-0.9,2%,-2.7,1%
COc1ccccc1CNS(=O)(=O)c1cc(C(=O)NCc2ccccn2)c(Cl)cc1Cl,-25%,4,7%,2%,1.1,8%,-2.6,-10%
COc1ccc(NC(=O)c2cc(OC)c(OC)cc2OC)c(S(=O)(=O)N2CCOCC2)c1,10%,3,3%,6%,1.0,3%,1.8,-10%
CN(C(=O)c1ccccc1-c1ncc[nH]1)C1CCCN(Cc2ccccc2F)C1 (configuration not stated),11%,-4,10%,-1%,-3.0,5%,-0.1,-13%
Cc1cc(Cl)c(OCCOCCN2CCC(C)CC2)c(Br)c1,11%,-7,-9%,0%,-2.6,-1%,-0.3,2%
C=CCNC(=O)C(=O)c1c(-c2ccccc2)[nH]c2ccccc12,-9%,-10,2%,-2%,-0.2,2%,-1.3,-5%
COc1ccccc1N(CC(=O)Nc1c(C)n(C)n(-c2ccccc2)c1=O)S(=O)(=O)c1ccccc1,8%,1,12%,2%,-1.5,10%,-1.0,-2%
CCOC(=O)c1c(S(=O)(=O)N2CCN(c3ccc(C(C)=O)cc3)CC2)c(C)n(C)c1C,1%,5,6%,-12%,-3.1,4%,-3.3,0%
COC(=O)c1ccc(NC(=O)CCNS(=O)(=O)c2cccc3nonc23)cc1,14%,-4,12%,-2%,-0.2,2%,-3.5,-6%
O=C(COc1ccc(Br)cc1)NNC(=O)c1ccc(-n2cncn2)c([N+](=O)[O-])c1,-4%,-5,-8%,6%,-3.1,-5%,-0.8,3%
Cc1ccc(N2CCN(/N=C/C=C/c3ccccc3)CC2)cc1,4%,2,0%,4%,3.5,1%,2.6,-5%
O=S(=O)(NCCCCCCNS(=O)(=O)c1c(F)cccc1F)c1ccc2c(c1)OCCO2,-4%,·,11%,·,·,-2%,-0.5,·
Cc1ccc(S(=O)(=O)Nc2ccc(Oc3cccnc3)nc2)cc1,3%,4,7%,-12%,-1.1,4%,-0.2,-6%
COC(=O)N/N=C(\C)c1ccc(C)c([N+](=O)[O-])c1,2%,1,9%,-3%,0.1,4%,-0.6,-1%
Cc1ccc(Cn2c(CN3CC(C)OC(C)C3)nc3c2c(=O)[nH]c(=O)n3C)cc1 (configuration not stated),19%,·,-6%,7%,-3.6,-4%,2.1,-7%
C[C@H](CO)N1C[C@H](C)[C@@H](CN(C)C(=O)NC2CCCCC2)Oc2ccc(NS(=O)(=O)c3ccccc3)cc2C1=O,2%,3,4%,-1%,-2.1,-6%,-0.3,-15%
CSc1cccc(CN2CCC(Oc3cccc(C(=O)N4CCCC4)c3)CC2)c1,-2%,6,-9%,-7%,-0.3,5%,-4.7,-4%
CSC(=Nc1ccccc1)C(C#N)c1nc2ccccc2[nH]1 (configuration not stated),1%,5,14%,-12%,1.8,-1%,-4.9,-5%
O=C(NC(=S)N1CCN(c2ccc(O)cc2)CC1)c1ccco1,4%,-5,-2%,-7%,0.7,-4%,-1.7,-3%
O=C(CCN1C(=O)C2CCCCC2C1=O)Nc1nc(-c2ccc(F)c(F)c2)cs1 (configuration not stated),-24%,8,5%,9%,-2.2,-3%,-2.5,-9%
Nc1ncnc2c1ncn2CCN1CCOCC1,1%,-10,1%,4%,-1.7,-13%,-1.1,-3%
Cn1cc([N+](=O)[O-])c(C(=O)Nc2ccc(C3CCCCC3)cc2)n1,-14%,3,17%,0%,-1.3,-2%,0.5,6%
COc1cc2c(cc1OC)CN(CC(=O)NC(=O)NCc1ccco1)CC2,6%,-5,1%,1%,-2.7,3%,-0.1,-11%
COc1cc(NC(=O)c2ccccc2-n2cnnn2)cc(OC)c1,-7%,2,1%,-3%,-0.8,2%,-3.4,3%
O=C(CCn1c(=S)[nH]c2cc3c(cc2c1=O)OCO3)NCc1ccc(Cl)cc1,2%,2,-6%,-1%,-0.7,-2%,-2.1,-5%
O=C(NCc1ccccn1)c1c(O)c2cccc3c2n(c1=O)CC3,3%,14,-3%,-8%,2.3,4%,-0.3,-3%
COc1ccc(-n2c(COc3ccc(Cl)cc3)nnc2SCc2ccc(C#N)cc2)cc1,-12%,·,17%,-11%,-1.3,17%,-3.6,-4%
Cc1nc(CSc2nsc(/C=C/N(C)C)c2C#N)cs1,?,?,13%,?,0.5,7%,1.2,-9%
COC(=O)CCSC(=S)N1CCOCC1,18%,0,16%,0%,0.2,5%,3.1,-10%
Cc1nnc(-c2ccc(N3CCOCC3)c([N+](=O)[O-])c2)o1,-10%,4,0%,-4%,-5.1,-6%,0.2,5%
CN1C(=O)N(CC(=O)Nc2cccc(S(=O)(=O)N(C)c3ccccc3)c2)C(=O)C12CCCCC2,-7%,-7,6%,6%,-5.6,11%,-1.8,-6%
CCc1nc2c(OCc3ccccc3)cccn2c1N(Cc1ccccc1)C(C)=O,-18%,-2,9%,4%[57.1 µM],-0.9,-6%,-0.1,-9%
CC(=O)Nc1cccc(-c2csc(Nc3ccc(C)cn3)n2)c1,?,3,-3%,-24%[57.1 µM],0.9,-2%,2.0,-8%
O=c1c2c(-c3ccco3)csc2nc(SCc2cn3cccnc3n2)n1-c1ccccc1,?,-67*,-2%,56µM*,-11,1%,0.3,24µM*
O=C(C1=C[C@H](c2ccccc2)C[C@H](OCCCCO)O1)N1CCOCC1,-10%,-1,-8%,-3%,-0.3,-15%,-0.1,-4%
Cc1ccc(SCC(=O)N(C)C2CCS(=O)(=O)C2)cc1 (configuration not stated),-14%,-5,-4%,3%,-0.6,-2%,-0.2,-6%
O=C(CS(=O)CC(=O)N(c1ccccc1)C(C(=O)NC1CCCCC1)c1ccco1)Nc1ccc(F)cc1 (configuration not stated),-17%,5,-20%,0%,0.3,-13%,-0.1,-1%
CCN(CC)S(=O)(=O)c1cccc(-c2nnc(SCc3nc4ccccc4s3)o2)c1,-8%,-8,16%,-15%,-3.8,11%,-2.9,2%
O=C(NCc1ccccc1)C1=C[C@H](c2ccccc2)C[C@H](OCc2ccc(CO)cc2)O1,?,-2,16%,-3%,1.0,4%,-0.2,-14%
CCN(CC)CCn1c(=N)n(CCOc2ccccc2)c2ccccc21,-10%,·,4%,1%,-2.8,7%,-2.8,2%
N#Cc1cccc(NC(=O)Cn2cnc(S(=O)(=O)N3CCc4ccccc43)c2)c1,-16%,1,-7%,1%[11.6 µM],0.3,-11%,-0.6,-17%
CNC(=O)Cn1c(C)cc(=O)c2cccc(C)c21,2%,3,4%,-2%,0.2,12%,-5.0,3%
Fc1cccc(CN2CCCCCCC2)c1,3%,·,5%,4%,-2.1,0%,1.3,4%
O=C(NCc1ccccc1)c1ccc(COCC(F)(F)F)o1,22%,·,4%,1%,1.4,1%,-1.6,-7%
O=C(c1ccc(Cl)s1)N1CCN(C23CC4CC(CC(C4)C2)C3)CC1,7%,4,-3%,-4%,0.8,6%,-3.2,-6%

# Source: PubChem BioAssay
